CHT allo act: human CHT allosteric activation; B-score at 10 µM; CHT-expressing cells, membrane potential dye, choline EC20; hits give high values; LV-AA mutant CHT in HEK293 cells; actives 0.49% (n = 310,000); Q9GZV3;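 active means initial fluorescence not abnormally high and integrated response B-score, plate-corrected, over 3 SD above library mean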
Target sequence (Q9GZV3 whole entry, looked up): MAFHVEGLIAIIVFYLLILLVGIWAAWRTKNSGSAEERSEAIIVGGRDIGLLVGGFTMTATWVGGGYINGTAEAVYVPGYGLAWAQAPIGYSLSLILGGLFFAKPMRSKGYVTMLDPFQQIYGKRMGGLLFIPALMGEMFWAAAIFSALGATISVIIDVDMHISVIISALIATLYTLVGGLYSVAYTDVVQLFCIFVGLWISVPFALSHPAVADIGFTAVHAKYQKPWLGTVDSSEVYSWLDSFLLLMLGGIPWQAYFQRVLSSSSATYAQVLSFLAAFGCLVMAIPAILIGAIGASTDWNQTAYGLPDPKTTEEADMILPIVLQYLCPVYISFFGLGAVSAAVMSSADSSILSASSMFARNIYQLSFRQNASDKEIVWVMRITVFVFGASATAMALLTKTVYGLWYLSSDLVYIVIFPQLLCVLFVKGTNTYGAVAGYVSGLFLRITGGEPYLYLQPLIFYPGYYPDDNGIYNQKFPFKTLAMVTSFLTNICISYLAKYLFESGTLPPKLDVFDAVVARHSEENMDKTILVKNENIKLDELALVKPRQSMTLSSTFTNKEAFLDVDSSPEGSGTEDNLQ
OX1R antagonist: antagonists of human orexin 1 receptor. O43613. CHO/OX1R cells, Fluo-8 calcium fluorescence, orexin A. inhibition, % at 5 µM. actives 0.43% (n = 330,000). AID 434989;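 active means inhibition above its plate's threshold, mean inhibition of all tested compounds on the plate plus 3 SD, cut at about 37% in these data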;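 further: 0% = orexin A challenge wells and 100% = SB-334867-A antagonist wells; not every result past the cut was called active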
Target sequence (O43613 whole entry, looked up): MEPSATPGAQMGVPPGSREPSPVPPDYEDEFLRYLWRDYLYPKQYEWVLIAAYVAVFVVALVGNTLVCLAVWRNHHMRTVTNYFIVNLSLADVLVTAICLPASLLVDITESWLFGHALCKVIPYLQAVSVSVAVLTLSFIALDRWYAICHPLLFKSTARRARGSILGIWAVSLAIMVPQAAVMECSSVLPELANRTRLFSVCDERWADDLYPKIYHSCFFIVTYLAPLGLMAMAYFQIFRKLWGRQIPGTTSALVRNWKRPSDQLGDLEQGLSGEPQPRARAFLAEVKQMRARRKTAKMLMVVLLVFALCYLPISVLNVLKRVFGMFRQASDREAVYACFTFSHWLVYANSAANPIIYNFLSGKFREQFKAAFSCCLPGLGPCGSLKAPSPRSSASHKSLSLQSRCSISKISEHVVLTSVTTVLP
Active calls of the source: *; i = inactive; / = no result given. Rows were taken by chance; any-hit rate near 0.8%.

SMILES | CHT allo act | OX1R antagonist
Cn1nnnc1Sc1ccc([N+](=O)[O-])cc1Cl | i | -5
Cc1ccccc1C(=O)NC(=S)NC1CCSC1=O (stereo unspecified) | i | -11
COCCCN1C(=O)c2ccc(C(=O)Nc3cccc(OC)c3)cc2C1=O | i | -14
COc1ccc(N2CCN(C(=O)CNS(=O)(=O)c3ccc(Br)s3)CC2)cc1 | i | -12
COc1ccc(S(=O)(=O)Cc2ccc(C(=O)N3CCN(c4cc(Cl)ccc4C)CC3)o2)cc1 | i | -19
O=C(Cn1nc(-c2ccccc2)c2ccccc2c1=O)Nc1ccccn1 | i | -9
COc1ccc2oc(-c3ccccc3)c(C(=O)N(C)C)c2c1 | i | -36
COc1ccccc1Nc1nc(N)nc(CSc2ncccn2)n1 | i | -14
CCCCC(=O)NCc1ccc(F)cc1 | i | -2
COc1ccc(C(OCC(O)CN(C)C2CCCCC2)c2ccc(OC)cc2)cc1 (stereo unspecified) | i | -13
Nc1nonc1-n1nnc(C(=O)N/N=C/c2ccc(Cl)cc2Cl)c1CN1CCCCC1 | i | -18
CSc1nnc(NC(=O)c2ccco2)s1 | i | 0
CCOc1ccc(NC(=O)Nc2cc(C)ccc2F)cc1 | i | -18
CCc1nnc(NC(=O)CSc2nnc(CCc3nc4ccccc4[nH]3)n2C)s1 | i | -1
COc1ccc(C(C)C)cc1S(=O)(=O)NCc1ccccn1 | i | -7
COC(=O)[C@@H](NC(=O)/C=C/c1ccc(OC)cc1)C(C)C | i | -13
O=C(NC(=O)N1CCN(c2cccc(Cl)c2)CC1)c1ccccc1 | i | -2
O=C(NCCc1ccc(Cl)cc1)c1ccc(CS(=O)Cc2ccc(Cl)cc2)o1 (stereo unspecified) | i | -27
CCCN(C(=O)c1c(-c2ccccc2)noc1C)c1c(N)n(Cc2ccccc2)c(=O)[nH]c1=O | / | -6
COc1ccc(S(=O)(=O)N2CCCC(C(=O)NCc3ccco3)C2)cc1OC (stereo unspecified) | i | -18
CCOC(=O)C1CCN(C(=O)Cn2cc(C(=O)C3CC3)c3ccccc32)CC1 | i | -27
Cc1ccc(-n2ncc(-c3nn[nH]n3)c2N)cc1 | i | -9
CN(CC(=O)N1CCCCC1)S(=O)(=O)c1cccc2nsnc12 | i | -9
CN1CCN(CCCCOc2ccc(Br)cc2)CC1 | i | -14
CC(C)(C)NC(=O)CN(C(=O)c1ccc(CN2CCOCC2)o1)c1ccc2c(c1)OCCO2 | i | -8
The list goes on:
SMILES | CHT allo act | OX1R antagonist
COc1ccc(CC(=O)N2CCOCC2)cc1OC | i | -9
CC(C)C(=O)NNS(=O)(=O)c1ccccc1 | i | -4
O=C(CSc1ccccn1)Nc1ccc2[nH]c(=O)[nH]c2c1 | / | 2
OCCC1CN(Cc2ccccc2O)CCN1CCCc1ccccc1 (stereo unspecified) | i | -10
N#Cc1ccccc1Cn1c(=O)n(CCCC(=O)NCc2ccc3c(c2)OCO3)c(=O)c2ccccc21 | i | -1
c1ccc(-c2ccc(Oc3cc(N4CCOCC4)nc(-c4ccccc4)n3)cc2)cc1 | i | -7
Cc1cccc(NC(=O)CN2C(=O)N/C(=C/c3ccc(C)o3)C2=O)c1 | i | -7
Cn1c(CSc2ncccn2)nnc1SCC(=O)N1CCCCC1 | i | -11
O=C1CN(C(=O)CSc2ccccn2)c2ccccc2N1 | / | 11
CSc1ccc(/C=N/N2CCN(c3ccccc3)CC2)cc1 | i | -28
COc1ccc(NC(=O)C2C3CC/C=C\CCC32)cc1 (stereo unspecified) | i | -25
COc1ccc(C(CC(=O)Nc2ccc(C)cc2)NC(=O)C(F)(F)F)cc1 (stereo unspecified) | i | -19
CCOc1ccccc1-c1cc(C(=O)N2CCOCC2)c2ccccc2n1 | i | -22
COc1ccc(-c2nc3ccccc3c(=O)[nH]2)cc1 | i | -1
CCc1noc(C)c1C(=O)NC1CC(C)(C)Cc2c1cnn2-c1ccccc1 (stereo unspecified) | i | -27
O=S(=O)(c1ccccc1)N1CCN(CC2CC3C=CC2C3)CC1 (stereo unspecified) | i | -16
CN(C)c1ccc(C(CNC(=O)c2ccc(-c3ccccc3)cc2)N2CCOCC2)cc1 (stereo unspecified) | i | -2
CCN(CC(=O)Nc1ccc2c(c1)OCCO2)C(=O)C(C)Oc1ccc(Cl)cc1 (stereo unspecified) | i | -29
COc1ccc(-c2noc(CCCC(=O)NC3CCCC3)n2)cc1 | i | -14
Cc1onc(-c2ccccc2)c1C(=O)N/N=C/c1cc(Br)c(Br)o1 | i | -11
COc1ccc(S(=O)(=O)Nc2ccccc2C(=O)NC2CC2)cc1NC(C)=O | / | 0
CCOC(=O)CC(=O)CSc1ncnc2c1nnn2-c1ccc(OC)cc1 | i | -18
C/C(=N\NS(C)(=O)=O)c1ccc(C)cc1 | i | -18
Fc1ccc(COc2ccccc2C(=S)N2CCCC2)cc1 | i | -22
CN(C)/C=N/c1ncc(-c2ncc(C(F)(F)F)cc2Cl)cn1 | i | -8

As entered above.
Under OX1R antagonist, `Cc1onc(-c2ccccc2)c1C(=O)N/N=C/c1cc(Br)c(Br)o1` is listed with -11
Under OX1R antagonist, `CCN(CC(=O)Nc1ccc2c(c1)OCCO2)C(=O)C(C)Oc1ccc(Cl)cc1` (stereo unspecified) is listed with -29
Under OX1R antagonist, `CCOC(=O)CC(=O)CSc1ncnc2c1nnn2-c1ccc(OC)cc1` is listed with -18
Under OX1R antagonist, `OCCC1CN(Cc2ccccc2O)CCN1CCCc1ccccc1` (stereo unspecified) is listed with -10

Arranged by molecular weight (lowest first): some entries from above.
SMILES | CHT allo act | OX1R antagonist
CSc1ccc(/C=N/N2CCN(c3ccccc3)CC2)cc1 | i | -28
COc1ccc(-c2noc(CCCC(=O)NC3CCCC3)n2)cc1 | i | -14
CCOc1ccccc1-c1cc(C(=O)N2CCOCC2)c2ccccc2n1 | i | -22
COc1ccc(C(CC(=O)Nc2ccc(C)cc2)NC(=O)C(F)(F)F)cc1 (stereo unspecified) | i | -19
N#Cc1ccccc1Cn1c(=O)n(CCCC(=O)NCc2ccc3c(c2)OCO3)c(=O)c2ccccc21 | i | -1

More structures follow:
SMILES | CHT allo act | OX1R antagonist
O=C1c2ccccc2C(=O)N1CCCc1cn(C[C@H]2CC[C@@H]([C@@H]3CC[C@H](Cn4cc(CCCN5C(=O)c6ccccc6C5=O)nn4)O3)O2)nn1 | i | -42
COC(=O)CN1C(=O)[C@H]2[C@@H](c3ccc(C)o3)N3C(=O)CN(CCO)C(=O)[C@@]3(Cc3ccccc3)[C@H]2C1=O | i | -8
O=C(O)c1ccccc1Nc1ccccc1 | i | 3
CCSc1nnc(-c2ccccc2NC(C)=O)c(=O)[nH]1 | i | -7
COc1ccc(C(=O)C(OC(=O)c2ccc(C)c(NC(C)=O)c2)c2ccccc2)cc1 (stereo unspecified) | i | -27
Cc1ccc(N2C(=O)CS(=O)(=O)CC2=O)cc1 | i | -26
COc1ccc(OCC(=O)Nc2ccc(C(=O)Nc3ccccc3C(=O)O)cc2)cc1 | i | -6
COc1ccccc1N(CC(=O)N1CCCCCC1)S(C)(=O)=O | i | 2
COc1ccc(-c2c(-c3ccccc3OC)sc3ccccc23)cc1 | i | -44
Cc1cccnc1NC(=O)C1CC(=O)N(c2ccc3c(c2)OCCO3)C1 (stereo unspecified) | i | 11
COc1cc(C(C(=O)NC(C)(C)C)N(Cc2ccccc2)C(=O)c2cnccn2)cc(OC)c1OC (stereo unspecified) | i | -20
CC(=O)Nc1ccc([N+](=O)[O-])cn1 | i | -17
COc1ccc(-n2c(C)cc(/C=N/Nc3nc(N4CCOCC4)nc(N4CCOCC4)n3)c2C)cc1 | i | -19
O=[N+]([O-])c1ccc(Cl)c(CN2CCC(O)CC2)c1 | i | -4
Nc1nc(-c2ccc3c(c2)CCCC3)c(CC(=O)O)s1 | i | /
COc1ccc(OCC(O)CNC(=O)c2ccccc2)cc1 (stereo unspecified) | i | -11
CCOc1ccc(CCNc2nc3ccc(C)cc3n3cnnc23)cc1OCC | i | -33
CCOCC(=O)Nc1nnc(C)s1 | i | -12
CCOC(=O)C1=C(COC(=O)[C@@H]2CCCN2S(=O)(=O)c2ccc(C)cc2)NC(=O)NC1C (stereo partly specified) | i | -24
CCN(CC)c1ccc(NC(=O)c2[nH]c(C)c(C(C)=O)c2C)c(C)c1 | i | -25
COc1ccc(-n2nnc3c(SC(C(C)=O)C(=O)N(C)C)ncnc32)cc1 (stereo unspecified) | i | -6
N#Cc1cc(Oc2cccc3cccnc23)c(-n2nnc3ccccc32)cc1C#N | i | 46*
COc1ccc2oc3ccccc3c(=O)c2c1 | i | -19
S=C(Nc1ccccn1)NC1CCCC1 | i | -8
COc1cc2c(cc1OC)C(c1ccccc1)NC(C)(C)C2 (stereo unspecified) | i | -5
The results go on:
SMILES | CHT allo act | OX1R antagonist
CS(=O)(=O)c1ccc2nc(NC(=O)CC3CCCC3)sc2c1 | i | 1
COc1cc2ccccc2cc1C(=O)Nc1cccnc1 | i | -17
Cc1cccc(C(=O)OC(C)C(=O)NC(=O)NC2CCCCC2)c1O (stereo unspecified) | i | -12
Cc1cccc(-n2c(-c3ccoc3C)n[nH]c2=S)c1 | i | -2
Cc1nc(-c2ccc(C(=O)NCCO)cc2)cs1 | i | 3
Cc1ccc(-n2c(-c3ccco3)nc3c(cnn3-c3ccccc3C)c2=O)cc1 | i | -20
Cc1cc(=S)[nH]c(=S)[nH]1 | i | -19
COc1ccccc1NC(=O)c1ccccc1NS(=O)(=O)N1CCCC1 | i | -9
O=C(Oc1ccccc1/C=C\C(=O)c1cc2ccccc2o1)c1ccccc1 | i | 20
Cc1ccc(C(=O)NCCOc2ccc(Cl)cc2)cc1 | i | 3
O=C(Nc1ccccc1F)N(Cc1ccc(F)cc1)Cc1nc2ccccc2c(=O)[nH]1 | i | -18
CCc1ccccc1NC(=S)NC1CC2CCCC(C1)N2Cc1cccs1 (stereo unspecified) | i | -26
COC(=O)C1=C(C)N(C)C(=O)/C1=C\c1ccco1 | i | -16
O=C(Cn1ccc([N+](=O)[O-])n1)NCc1cccnc1 | i | -14
O=C(Oc1coc(CSc2ncccn2)cc1=O)c1ccccc1[N+](=O)[O-] | i | -15
Clc1ccc(Nc2ncnc3c2nnn3Cc2ccccc2)cc1 | i | -15
O=C(CSc1nc2ccccc2o1)N/N=C/c1ccccc1 | i | -10
O=C(O)CCCCCCCCc1cn(CCc2c[nH]c3ccccc23)nn1 | i | -1
O=C(Nc1ccc(F)cc1)C1CC2CCC1C2 (stereo unspecified) | i | -15
Cc1cc(C)cc(NC(=O)C2CCCN2S(=O)(=O)c2cccc3cccnc23)c1 (stereo unspecified) | i | 104*
Cc1nn(-c2ccccc2)c(C)c1NC(=O)COC(=O)/C=C/c1ccccc1 | i | -3
COC(=O)[C@]1(Cc2ccccc2)N[C@H](CN(C)C(=O)Nc2ccc(Cl)cc2)[C@@H]2C(=O)N(C)C(=O)[C@@H]21 | / | -5
CCCNC(=S)N1CCC(C(=O)c2ccc(OC)cc2)CC1 | 6.7* | -14
N#CCNC1CC(=O)N(c2ccccc2)C1=O (stereo unspecified) | i | -6
Cc1ccc(/C=N/N2CCN(c3ccncc3S(=O)(=O)N3CCCCC3)CC2)cc1 | i | -27
Further structures:
SMILES | CHT allo act | OX1R antagonist
CCN(CC)c1ccc(C=C2C(=O)OC(C)(C(C)(C)C)OC2=O)cc1 (stereo unspecified) | i | -11
O=C(CSc1nnc(-c2cccc(S(=O)(=O)N3CCCC3)c2)n1-c1ccccc1)Nc1ccc(C(=O)O)cc1 | i | -16
O=C1C2C3C=CC(CC3)C2C(=O)N1c1ccc(F)cc1 (stereo unspecified) | i | -21
CCOc1ccc(Cc2nc(C)c(CC(=O)N3CCOCC3)c(=O)[nH]2)cc1 | i | -26
C=CCN(C(=O)C1CC(=O)N(C2CCCC2)C1)c1nc(-c2ccc(S(C)(=O)=O)cc2)cs1 (stereo unspecified) | / | -9
COc1ccc(CNC(=O)c2cccc(NC3=NC4CS(=O)(=O)CC4S3)c2)cc1 (stereo unspecified) | i | -3
O=S(=O)(c1cccc(-c2nnc(SCc3nc4ccccc4s3)o2)c1)N1CCOCC1 | i | -20
COc1ccc(C(=O)NNC(=O)CCC(=O)Nc2ccc(C)cc2C)cc1 | i | -2
CN1CCC(=NNC(=O)CN(c2cccc(Br)c2)S(C)(=O)=O)CC1 | i | -12
O=c1cc(Cn2nnc(-c3ccc(Cl)cc3)n2)nc2sccn12 | i | -17
COc1ccc2[nH]c(=O)c(CN(CCO)C(=O)NCc3ccccc3)cc2c1 | i | -16
CC1(C)CC(=O)C=C(Nc2ccccc2O)C1 | i | -13
COc1ccc(N2CC(C(=O)Nc3ccc(S(=O)(=O)N4CCOCC4)cc3)CC2=O)cc1 (stereo unspecified) | i | -3
CC(=O)Nc1ccc(NC(=O)c2c(C)nn(Cc3ccccc3)c2Cl)cc1 | i | -40
Cc1ccc(-n2nc3c(=O)n(CCCC(=O)NCC(C)c4ccccc4)nc(C)c3c2C)cc1 (stereo unspecified) | i | -38
Cc1[nH]nc(SCC(=O)N2CCOCC2)c1[N+](=O)[O-] | i | -1
COc1ccc(C(=O)C2CCN(C(=O)c3ccc(C)cc3)CC2)cc1 | i | -19
Cc1cc(C(=O)CSc2nnc(-c3ccccc3)o2)c(C)n1CC1COc2ccccc2O1 (stereo unspecified) | i | -27
NS(=O)(=O)c1ccc(NS(=O)(=O)c2cccs2)cc1 | i | 20
CC1CCCC(C)N1C(=O)COC(=O)CCC1CCCC1 (stereo unspecified) | i | -10
CCN(CC)CCNC(=O)C(=O)NCC1OCCN1S(=O)(=O)c1ccc2c(c1)OCCO2 (stereo unspecified) | i | 0

Grouped by structure: those above containing a COOH group.
SMILES | CHT allo act | OX1R antagonist
O=C(O)c1ccccc1Nc1ccccc1 | i | 3
COc1ccc(OCC(=O)Nc2ccc(C(=O)Nc3ccccc3C(=O)O)cc2)cc1 | i | -6
Nc1nc(-c2ccc3c(c2)CCCC3)c(CC(=O)O)s1 | i | /
O=C(O)CCCCCCCCc1cn(CCc2c[nH]c3ccccc23)nn1 | i | -1
O=C(CSc1nnc(-c2cccc(S(=O)(=O)N3CCCC3)c2)n1-c1ccccc1)Nc1ccc(C(=O)O)cc1 | i | -16
